TRHR ag: qHTS for Small Molecule Agonists and Allosteric Enhancers of Human TRH Receptor: Primary Screen for Agonists. activation, % at 2 µM. TRHR cells, calcium flux fluo-8, FDSS agonist mode. 360,000 compounds, 0.18% hits; in the data active = activation above about 30%; also: 0% is about no effect
Target sequence (P34981 whole entry, looked up): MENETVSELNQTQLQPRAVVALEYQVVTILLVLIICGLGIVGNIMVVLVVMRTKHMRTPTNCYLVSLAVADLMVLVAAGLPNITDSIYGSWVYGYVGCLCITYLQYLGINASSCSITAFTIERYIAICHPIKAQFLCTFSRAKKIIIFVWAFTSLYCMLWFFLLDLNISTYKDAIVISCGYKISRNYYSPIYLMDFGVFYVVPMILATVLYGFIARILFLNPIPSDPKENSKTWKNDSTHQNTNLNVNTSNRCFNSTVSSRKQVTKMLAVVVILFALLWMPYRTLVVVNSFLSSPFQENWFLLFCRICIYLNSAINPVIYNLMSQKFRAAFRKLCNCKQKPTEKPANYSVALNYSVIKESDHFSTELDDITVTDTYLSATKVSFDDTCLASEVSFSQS
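Fluo-8-loaded TRHR cells; 10 s baseline, compound added, kinetic Ca2+ fluorescence read 1/s, agonist mode.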
D2 antag: HTS Assay for Allosteric Antagonists of the Human D2 Dopamine Receptor: Primary Screen for Antagonists | inhibition, % at 10 µM | D(2) dopamine receptor (Homo sapiens), P14416 | HEK293 TREx D2 cells, calcium flux, dopamine EC80 | 340,000 compounds, 2% hits; in the data active = inhibition above about 30%; also: 0% is about no effect
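Read-out: kinetic calcium fluorescence (1 cycle/s) in inducible HEK293 T-REx D2 cells after an EC80 dopamine addition that followed 180 s compound preincubation. Loss of the dopamine response indicates antagonism.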
IDH1 R132H inh: qHTS for Inhibitors of mutant isocitrate dehydrogenase 1 (IDH1): qHTS. Isocitrate dehydrogenase [NADP] cytoplasmic (Homo sapiens), O75874. IDH1-R132H enzyme, NADPH consumption, diaphorase/resazurin fluorescence. Potency, µM (top dose mostly 76.6 µM), for inactives: top-dose activity change, negative = inhibition, most hits filed as inhibitors. 390,000 compounds, 0.093% hits; also: potency is read from the fitted curve at half-maximal effect; % is scaled to controls: 0 for no effect and ±100 for the full control effect; nearly all actives have a fitted effect of over 65% in size
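IDH1-R132H (0.5 ug/mL dispensed) in pH 7.5 Tris buffer was preincubated 30 min with compound, then given a substrate mix of 0.016 mM NADPH and 2 mM alpha-KG for 80 min at room temperature; remaining NADPH was read by diaphorase/resazurin fluorescence.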
PI4K2A block: qHTS for small molecular inhibitors of PI4K2A; purified PI4K2A, ADP-Glo luminescence, 1 h; hits give low values; activity change, negative = inhibition, % at 76.9 µM; 420,000 compounds, 0.13% hits; AID 1346378, 2018; in the data active = activity change below about -50%; inconclusive = mostly about -30% to -49%;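 also: -100% = wells without enzyme as full effect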
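PI4K2A activity was measured by ADP-Glo luminescence: enzyme (4 ug/mL stock) and phosphatidylinositol (1.2 mM stock) in Tris pH 7.5/MgCl2/EGTA/Triton X-100 buffer were reacted with ATP (300 microM stock) for one hour at ambient temperature.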
D2 ag: HTS Assay for Allosteric Agonists of the Human D2 Dopamine Receptor: Primary Screen for Agonists | activation, % at 2 µM | HEK293 T-REx D2 cells, calcium flux agonist mode | D(2) dopamine receptor (Homo sapiens), P14416 | 340,000 compounds, 0.53% hits;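 active = activation over 3 SD above normal in the single-dose calcium agonist read, cut at about 30% in these data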; also: 0% is about no effect
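Tetracycline-induced HEK293 Trex cells with D2 receptor force-coupled to calcium signaling, plated overnight at 30 C and loaded with no-wash calcium dye. Calcium flux read kinetically for 180 s after compound addition; responses flag agonists.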
rTrxR1 inhibitor: qHTS Assay for Inhibitors of Mammalian Selenoprotein Thioredoxin Reductase 1 (TrxR1): qHTS | Thioredoxin reductase 1, cytoplasmic (Rattus norvegicus), O89049 | recombinant rTrxR1, NADPH fluorescence consumption, selenite substrate | Potency, µM (series often up to 114 µM), without a hit: top-dose activity change, negative = inhibition, most hits filed as inhibitors | 390,000 compounds, 1% hits; also: potency is read from the fitted curve at half-maximal effect; % is scaled to controls: 0 for no effect and ±100 for the full control effect; nearly all actives have a fitted effect of over 65% in size
Target sequence (O89049 whole entry, looked up): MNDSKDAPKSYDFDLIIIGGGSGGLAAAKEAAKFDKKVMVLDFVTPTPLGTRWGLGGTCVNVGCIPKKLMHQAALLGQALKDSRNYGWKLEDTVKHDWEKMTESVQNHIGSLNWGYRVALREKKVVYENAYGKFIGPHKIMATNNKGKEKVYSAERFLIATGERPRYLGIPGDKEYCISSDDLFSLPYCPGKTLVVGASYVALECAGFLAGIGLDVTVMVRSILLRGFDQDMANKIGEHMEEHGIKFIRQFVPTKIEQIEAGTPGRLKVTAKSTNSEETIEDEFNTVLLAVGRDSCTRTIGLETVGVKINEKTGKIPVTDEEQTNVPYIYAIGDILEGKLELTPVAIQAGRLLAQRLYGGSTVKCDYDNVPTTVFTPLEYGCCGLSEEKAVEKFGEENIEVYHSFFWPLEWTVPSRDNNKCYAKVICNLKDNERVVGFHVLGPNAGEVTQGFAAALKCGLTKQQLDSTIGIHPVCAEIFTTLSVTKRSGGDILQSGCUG
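Rat TrxR1 (90 nM in the dispensed reagent) was pre-reduced with 400 uM NADPH for 5 min at room temperature, then incubated with compound for 15 min. After 400 uM selenite was added, NADPH fluorescence (Ex 340/Em 450 nm) was followed for 8 min.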
TrxR1 substrate: qHTS Assay for Substrates of Mammalian Selenoprotein Thioredoxin Reductase 1 (TrxR1): qHTS; AID 588456, 2011; Potency, µM (top dose mostly 114 µM), inactives show top-dose activity change, negative = substrate turnover; purified TrxR1 substrate turnover, NADPH consumption readout; 390,000 compounds, 0.01% hits; Thioredoxin reductase 1, cytoplasmic (Rattus norvegicus), O89049; also: potency is read from the fitted curve at half-maximal effect; % is scaled to controls: 0 for no effect and ±100 for the full control effect; nearly all actives have a fitted effect of over 50% in size
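Rat TrxR1, dispensed at 90 nM, was prereduced with 400 uM NADPH (final) for 5 min at ~22 deg C, then incubated with compound 15 min before 400 uM selenite. A first-read NADPH fluorescence drop versus no-compound background flagged substrates.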
TRHR PAM: qHTS for Small Molecule Agonists and Allosteric Enhancers of Human TRH Receptor: Primary Screen for Enhancers; Thyrotropin-releasing hormone receptor (Homo sapiens), P34981; TRHR cells, fluo-8 calcium fluorescence, EC20 TRH enhancement; enhancement, % at 2 µM; 360,000 compounds, 0.66% hits; in the data active = enhancement above about 30%; also: 0% is about no effect
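Enhancer read-out: after compound pinning and an initial kinetic agonist-mode read, an EC20 of TRH (10 nM final) was injected and fluo-8 calcium signal (Ex 480/Em 530) followed at 1 s/cycle for 100 cycles in TRHR-expressing cells.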
USP1 inh: Inhibitors of USP1/UAF1: Primary Screen; AID 743255, 2014; 390,000 compounds, 0.23% hits; recombinant USP1/UAF1, Ub-Rhodamine cleavage fluorescence; Potency, µM (doses to about 57.1 µM), for inactives: at the highest dose activity change, negative = inhibition, actives largely listed as inhibitors; Ubiquitin carboxyl-terminal hydrolase 1 (Homo sapiens), O94782; also: potency is read from the fitted curve at half-maximal effect; % is scaled to controls: 0 for no effect and ±100 for the full control effect; nearly all actives have a fitted effect of over 60% in size; inactives centre near -12
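USP1/UAF1 complex (1 nM) preincubated 15 min at room temperature with compound, then Ub-Rho substrate (150 nM final) added. Kinetic fluorescence at 480/540 nm over 6 reads at 60 s intervals; 50 mM HEPES pH 7.8, 0.5 mM EDTA, 0.1 mg/ml BSA, 1 mM TCEP, 0.01% Tween-20.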
Numbers without * were called inactive; & = joins results of further samples; [ ] = another dose, or the depositor's remark. Unless noted, calls follow the shape of the dose curve; as a rule, active = well fitted inhibition curve with a large enough effect; inconclusive = small, poorly fitted or top-dose-only effect; inactive = no such curve, though single readings can be large or run the other way. No enrichment for hits, and some 3.9% of all compounds hit somewhere here.

What do the screens show for `CSCc1ccc(C(=O)NCc2ccc(F)cc2)cc1`?
TRHR ag: 0.4; D2 antag: 11; IDH1 R132H inh: 1%; PI4K2A block: -6; D2 ag: 0.6; rTrxR1 inhibitor: -3%; TrxR1 substrate: -9%; TRHR PAM: 4; USP1 inh: 5%

What do the screens show for `CNC(=O)CCCN1C(=O)c2ccccc2Sc2ncccc21`?
TRHR ag: 0.6; D2 antag: 12; IDH1 R132H inh: -4%; PI4K2A block: -2; D2 ag: 1.9; rTrxR1 inhibitor: 12%; TrxR1 substrate: 4%; TRHR PAM: 5; USP1 inh: -13%

What do the screens show for `COc1ccc2c(c1)nc(N)n2Cc1ccccc1`?
IDH1 R132H inh: 4%; PI4K2A block: -4; rTrxR1 inhibitor: 22%[11.4 µM]; TrxR1 substrate: 7%[57.1 µM]; USP1 inh: -9%

How did Cc1c(C)c(C)c(/C=[N+](/C)[O-])c(C)c1C do in these assays?
TRHR ag: 0.6; D2 antag: 4; IDH1 R132H inh: -6%; PI4K2A block: -1; D2 ag: 2.3; rTrxR1 inhibitor: 0%; TrxR1 substrate: -4%; TRHR PAM: 3; USP1 inh: -12%

Results for N#C/C(=C/c1ccc(Cl)cc1)NC(=O)c1ccccc1 ?
TRHR ag: -0.1; D2 antag: -1; IDH1 R132H inh: 6%; PI4K2A block: 3; D2 ag: 0.7; rTrxR1 inhibitor: 12%[57.1 µM]; TrxR1 substrate: 10%[57.1 µM]; TRHR PAM: 14; USP1 inh: -9%

Results for COc1cc(C(C)=O)ccc1OCC(=O)NCCCn1nc(C)cc1C ?
IDH1 R132H inh: 2%; PI4K2A block: -1; rTrxR1 inhibitor: 1%; TrxR1 substrate: -2%; USP1 inh: 3%

How did CCC(=O)N1CCc2cc(Br)cc(S(=O)(=O)N3CCC(C(=O)NCCCOC(C)C)CC3)c21 do in these assays?
TRHR ag: -1.0&-1.4; D2 antag: 17; IDH1 R132H inh: 13%&0%; PI4K2A block: -8&3; D2 ag: -0.3&-1.8; rTrxR1 inhibitor: 8%&2%; TrxR1 substrate: -3%&2%; TRHR PAM: -10&1; USP1 inh: -8%&-9%

How did COc1ccc(N(CC(=O)NCCSCc2ccc(C)cc2)S(=O)(=O)c2ccccc2)cc1 do in these assays?
TRHR ag: 2.0; D2 antag: 31*; IDH1 R132H inh: 9%; PI4K2A block: -1; D2 ag: 0.9; rTrxR1 inhibitor: inconclusive; TrxR1 substrate: -14%; TRHR PAM: -3; USP1 inh: -22%

How did CC(=O)Nc1ccc(S(=O)(=O)N2CCN=C2C)cc1 do in these assays?
TRHR ag: 0.9; D2 antag: -6; IDH1 R132H inh: 9%; PI4K2A block: -4; D2 ag: -0.2; rTrxR1 inhibitor: 12%; TrxR1 substrate: -3%; TRHR PAM: 9; USP1 inh: 0%

What do the screens show for `CC(=O)Nc1ccc(N2CCc3c(C)c(C#N)c4nc5ccccc5n4c32)cc1`?
TRHR ag: 20; D2 antag: -9; D2 ag: 14; TRHR PAM: -1

What do the screens show for `c1ccc(C2=NC(c3ccccc3)N=C(c3ccccc3)N2)cc1`?
TRHR ag: -0.1; D2 antag: -11; IDH1 R132H inh: 2%; PI4K2A block: 4; D2 ag: -1.0; rTrxR1 inhibitor: -4%; TrxR1 substrate: -9%; TRHR PAM: 3; USP1 inh: -2%

Results for O=S(=O)(c1ccc(Br)cc1)c1nc(-c2ccco2)oc1NCC1CCCO1 (centres undefined) ?
TRHR ag: -0.5; D2 antag: 3; IDH1 R132H inh: 4%; PI4K2A block: -1; D2 ag: 1.4; rTrxR1 inhibitor: 1%[57.1 µM]; TrxR1 substrate: -3%[57.1 µM]; TRHR PAM: 5; USP1 inh: -8%

Random excerpt: 3 compounds from above.
How did Cc1c(C)c(C)c(/C=[N+](/C)[O-])c(C)c1C do in these assays?
TRHR ag: 0.6; D2 antag: 4; IDH1 R132H inh: -6%; PI4K2A block: -1; D2 ag: 2.3; rTrxR1 inhibitor: 0%; TrxR1 substrate: -4%; TRHR PAM: 3; USP1 inh: -12%

How did COc1ccc(N(CC(=O)NCCSCc2ccc(C)cc2)S(=O)(=O)c2ccccc2)cc1 do in these assays?
TRHR ag: 2.0; D2 antag: 31*; IDH1 R132H inh: 9%; PI4K2A block: -1; D2 ag: 0.9; rTrxR1 inhibitor: inconclusive; TrxR1 substrate: -14%; TRHR PAM: -3; USP1 inh: -22%

What do the screens show for `COc1ccc2c(c1)nc(N)n2Cc1ccccc1`?
IDH1 R132H inh: 4%; PI4K2A block: -4; rTrxR1 inhibitor: 22%[11.4 µM]; TrxR1 substrate: 7%[57.1 µM]; USP1 inh: -9%

Remaining list, next part.
Results for Oc1c(Br)cc(Br)cc1CNc1ccc(F)cc1 ?
TRHR ag: 0.5; D2 antag: -39; IDH1 R132H inh: 0%; PI4K2A block: 2; D2 ag: 0.2; rTrxR1 inhibitor: 8%; TrxR1 substrate: 0%; TRHR PAM: -8; USP1 inh: -32%

Results for CSc1ccc(S(=O)(=O)NC(C)c2ccccc2)cc1 (centres undefined) ?
TRHR ag: 0.0; D2 antag: 1; IDH1 R132H inh: -1%; PI4K2A block: 0; D2 ag: 0.1; rTrxR1 inhibitor: 5%[57.1 µM]; TrxR1 substrate: -2%[57.1 µM]; TRHR PAM: -3; USP1 inh: -16%

What do the screens show for `Cc1cc(=O)oc2cc(OCCc3ccccc3)ccc12`?
TRHR ag: 0.0; D2 antag: -18; IDH1 R132H inh: 27%; PI4K2A block: 4; D2 ag: 0.5; rTrxR1 inhibitor: 12%; TrxR1 substrate: 71%[activator]; TRHR PAM: -4; USP1 inh: -16%

What do the screens show for `Cc1oc(-c2cccc(Cl)c2)nc1CN1CCC(C(=O)NCCCN2CCCC2=O)CC1`?
TRHR ag: -0.4; D2 antag: 26; IDH1 R132H inh: -3%; PI4K2A block: 3; D2 ag: 0.0; rTrxR1 inhibitor: 3%[57.1 µM]; TrxR1 substrate: 7%[57.1 µM]; TRHR PAM: 2; USP1 inh: 3%

Results for CC1CCCN(C(=O)COC(=O)c2ccc3[nH]c4c(c3c2)CCCC4)C1 (centres undefined) ?
TRHR ag: -0.2; D2 antag: 4; IDH1 R132H inh: 4%; PI4K2A block: -3; D2 ag: 0.1; rTrxR1 inhibitor: 10%; TrxR1 substrate: 4%; TRHR PAM: -5; USP1 inh: -11%

How did CC(NC(=O)CCC1COc2ccccc2O1)c1ccccc1 (centres undefined) do in these assays?
TRHR ag: -0.3; D2 antag: 15; IDH1 R132H inh: -1%; PI4K2A block: -10; D2 ag: -0.5; rTrxR1 inhibitor: -2%; TrxR1 substrate: 2%; TRHR PAM: -4; USP1 inh: 0%

How did CC1CCCC(C)N1C(=O)CN1C(=O)c2ccccc2S1(=O)=O (centres undefined) do in these assays?
TRHR ag: -0.1; D2 antag: 17; IDH1 R132H inh: 1%; PI4K2A block: -2; D2 ag: -0.1; rTrxR1 inhibitor: 7%; TrxR1 substrate: -1%; TRHR PAM: -1; USP1 inh: -16%

Results for CCN1CCN(c2ccc(S(=O)(=O)N3CCCCC3)cc2NC(=O)COc2ccc(Cl)c(C)c2)CC1 ?
TRHR ag: -0.3; D2 antag: -20; IDH1 R132H inh: 6%; PI4K2A block: -1; D2 ag: -0.1; rTrxR1 inhibitor: 12%; TrxR1 substrate: -6%; TRHR PAM: 0; USP1 inh: -22%

Results for COc1cc(OC)nc(NC(=O)CSc2nnc(-c3ccccc3)n2C2CCCCC2)n1 ?
IDH1 R132H inh: 19%; PI4K2A block: 7; rTrxR1 inhibitor: -6%[57.1 µM]; TrxR1 substrate: 9%[57.1 µM]; USP1 inh: 6%

How did Cc1nc(SCC(=O)NCc2ccco2)c2c3c(sc2n1)CCCC3 do in these assays?
TRHR ag: -0.5; D2 antag: 36*; IDH1 R132H inh: -4%; PI4K2A block: -10; D2 ag: 1.3; rTrxR1 inhibitor: inconclusive; TrxR1 substrate: -6%; TRHR PAM: 0; USP1 inh: -13%

How did COc1ccc(CN2C(=O)c3cccnc3C2=O)cc1S(=O)(=O)N1CCCCC1C (centres undefined) do in these assays?
TRHR ag: 0.2; D2 antag: 13; IDH1 R132H inh: 12%; PI4K2A block: 2; D2 ag: 0.2; rTrxR1 inhibitor: 29%; TrxR1 substrate: 7%; TRHR PAM: -5; USP1 inh: -13%

What do the screens show for `COC(=O)[C@H]1[C@H](CCc2ccccc2)NC(=O)N(Cc2ccccc2)[C@@H]1C`?
IDH1 R132H inh: 4%; PI4K2A block: -1; rTrxR1 inhibitor: 9%; TrxR1 substrate: -7%; USP1 inh: -8%
